GC-A act: GC-A (human) enzyme activation. P16066. hit rate 0.14% among 370,000. activation, % at 10 µM. HEK293 GC-A cells, cGMP TR-FRET, EC30 ANP; 0% at EC30 ANP, 100% saturating ANP; in the data active means activation above about 40%
DAX1 inh-1: blocks DAX1 repression of SF-1 activated StAR promoter; HEK293T StAR-luciferase reporter, SF-1/DAX-1 repression relief; inhibition, % at 6.8 µM; hit rate 1.1% among 370,000; AID 652010;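 active means inhibition above the mean over all tested compounds plus 3 SD, cut at about 3.6% in these data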;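 further: 0% = DAX-1 cells with DMSO and 100% = cells lacking DAX-1 with DMSO; higher inhibition means more luminescence from relief of DAX-1 repression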
ADAM17 inh: inhibits human ADAM17; P78536; recombinant ADAM17, EDANS/DABCYL FRET peptide cleavage; inhibition, % at 6.95 µM; hit rate 0.83% among 370,000;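 active means inhibition above the mean of compounds lying between control limits plus 3 SD, set per campaign, cut at about 8.5% in these data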;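 further: 0% = DMSO-only wells as the low control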
GAA850 FXN act: frataxin GAA850 promoter activation | HEK293 lucGAA850 FXN promoter luciferase reporter, 24 h; percent of 10 µM SAHA response | activation, % at 6 µM | hit rate 0.56% among 360,000 | AID 540364;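 active means activation above the average of all compounds screened plus 3 SD, cutoff fixed separately per campaign, cut at about 7.5% in these data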;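 further: 0% = DMSO wells and 100% = 10 µM SAHA wells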
SMARCA2 act: increases SMARCA2 function in MMTV reporter cells; activation, % at 9.1 µM; MG213 cells, MMTV-luciferase reporter, dexamethasone, overnight; hit rate 1% among 370,000; in the data active means activation above about 7.8%;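 further: 0% = vehicle wells and 100% = reference activator wells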
hcDAF-12 act: activates DAF-12 receptor from parasite H. contortus. HEK293 hcDAF-12 lit1-tk-luc reporter, luminescence; 0% DMSO, 100% Δ7-dafachronic acid. activation, % at 6.8 µM. hit rate 1.4% among 370,000. AID 652067;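 active means activation above the mean of all tested compounds plus 3 SD, cut at about 5.5% in these data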;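 further: 100% = response to 3 µM Δ7-dafachronic acid high control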
hgDAF-12 ag: agonists of H. glycines DAF-12 nuclear receptor. HEK293 GAL4-hgDAF12 UAS-luciferase reporter, agonist luminescence; normalized to butyrate control. activation, % at 6.8 µM. hit rate 1.8% among 370,000. AID 687014;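 active means activation above a cutoff set at the mean of all screened compounds plus 3 SD, cut at about 10% in these data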;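 further: 0% = DMSO wells and 100% = sodium butyrate wells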
ssDAF-12 act: activators of S. stercoralis DAF-12 nuclear receptor; HEK293 ssDAF-12/GRIP1 lit1-tk-luc reporter, luminescence; % of 3 µM dafachronic acid response; activation, % at 6.8 µM; hit rate 1% among 370,000;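 active means activation above the mean over all tested compounds plus 3 SD, cut at about 0.9% in these data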;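 further: 0% = DMSO-only wells and 100% = 3 µM delta7-dafachronic acid wells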
ADAM10 inh: inhibitors of human ADAM10; hit rate 0.62% among 370,000; recombinant ADAM10, EDANS/DABCYL FRET peptide cleavage, 3 h; O14672; inhibition, % at 7 µM;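 active means inhibition above a per-campaign cutoff equal to the mean of compounds falling between control-based bounds plus 3 SD, cut at about 20% in these data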;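 further: 0% = DMSO wells while the 100% control is not disclosed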
Target sequence (O14672 214-748 limits assumed): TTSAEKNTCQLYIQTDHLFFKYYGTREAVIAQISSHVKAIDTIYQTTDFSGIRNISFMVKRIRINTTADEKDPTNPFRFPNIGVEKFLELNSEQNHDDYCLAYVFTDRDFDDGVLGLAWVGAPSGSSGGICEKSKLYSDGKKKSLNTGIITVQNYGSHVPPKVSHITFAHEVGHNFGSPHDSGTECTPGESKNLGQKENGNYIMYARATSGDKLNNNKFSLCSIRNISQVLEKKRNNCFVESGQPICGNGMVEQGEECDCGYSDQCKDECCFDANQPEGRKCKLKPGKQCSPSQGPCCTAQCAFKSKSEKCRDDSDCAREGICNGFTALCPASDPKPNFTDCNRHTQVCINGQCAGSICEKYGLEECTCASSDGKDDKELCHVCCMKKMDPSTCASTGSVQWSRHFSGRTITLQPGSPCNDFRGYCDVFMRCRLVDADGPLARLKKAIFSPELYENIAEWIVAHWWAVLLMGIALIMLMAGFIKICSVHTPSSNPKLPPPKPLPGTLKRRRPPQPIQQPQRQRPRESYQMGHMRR
DAX1 inh-2: inhibits human nuclear receptor DAX1; P51843; HEK293 Gal4-DAX1 luciferase reporter, luminescence; inhibition, % at 6.75 µM; hit rate 0.99% among 340,000; AID 504766;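 active means inhibition above the mean over all tested compounds plus 3 SD, cut at about 4.2% in these data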;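 further: 0% = DAX1-transfected cells with DMSO and 100% = empty-vector control cells with DMSO; inhibition shows as a rise in luminescence from relieved DAX1 repression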
Target sequence (P51843 207-470 limits assumed): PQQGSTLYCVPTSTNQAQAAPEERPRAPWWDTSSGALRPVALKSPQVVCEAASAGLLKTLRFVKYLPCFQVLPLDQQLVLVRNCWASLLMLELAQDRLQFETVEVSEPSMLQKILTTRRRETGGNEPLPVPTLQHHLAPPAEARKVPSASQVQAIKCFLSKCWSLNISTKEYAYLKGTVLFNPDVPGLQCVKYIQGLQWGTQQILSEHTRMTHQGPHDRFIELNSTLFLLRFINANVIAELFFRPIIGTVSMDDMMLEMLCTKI
PG9 binder: small molecules binding HIV-1 gp120 antibody PG9. TR-FRET gp120-PG9 antibody binding. inhibition, % at 6.7 µM. hit rate 0.43% among 360,000; in the data active means inhibition above about 8.5%
* = called active by the depositor; i = inactive; / = not tested or not shown.

nr	mol	GC-A act	DAX1 inh-1	ADAM17 inh	GAA850 FXN act	SMARCA2 act	hcDAF-12 act	hgDAF-12 ag	ssDAF-12 act	ADAM10 inh	DAX1 inh-2	PG9 binder
1	O=C(C1CC(=O)N(c2ccc(F)cc2)C1)N1CCN(c2ccc(F)cc2)CC1 (configuration not stated)	2	-0.3	-2	-0.8	0	-0.1	0.2	-0.5	-2	-0.1	-3.0
2	Cc1ccc(CN(Cc2ccc(C)o2)C(=S)NCC(=O)O)cc1	4	-0.3	3	2.1	3	-1.8	0.5	-0.8	2	-0.8	-1.1
3	C=CCN1C(C(=O)c2ccccc2)=C(OC(=O)COc2ccccc2)c2ccccc2S1(=O)=O	4	0.2	-4	-1.6	-4	-0.9	0.7	-1.1	-7	-0.9	-1.2
4	O=C(O)CS(=O)(=O)CC(=O)NCc1cccc(C(F)(F)F)c1	-1	0.1	-5	-0.1	-1	-0.6	-2.2	-1.5	8	1.1	2.8
5	COc1ccc(C(=S)N2CCOCC2)cc1OC(=O)c1ccc(C)cc1	-1	0.3	2	1.1	-1	-1.8	-0.4	-1.4	5	-0.9	2.5
6	COCCNC(=O)CCCn1c(=O)c2cc(OC)c(OC)cc2n(CC(=O)c2ccc(Cl)cc2)c1=O	-7	-0.4	-5	/	0	2.1	2.1	-1.3	1	/	0.5
7	CN1CCc2c(sc(/N=C/c3cc(Cl)ccc3O)c2C#N)C1	3	0.7	-8	-1.6	3	2.0	2.8	-0.3	-23	6.8*	-2.1
8	O=C(NC1CCCC1)C1C2C=CC(C2)C1C(=O)N1CCOCC1 (configuration not stated)	0	0.2	1	1.9	-1	-1.4	-1.8	-1.2	0	2.9	-0.8
9	CCc1ccccc1S(=O)(=O)Cc1ccc(C(=O)NCCc2ccccc2)o1	-4	0.2	-2	-1.7	2	-1.4	-1.3	-1.2	9	-0.4	-2.6
10	O=C(CNC(=O)c1ccccc1F)NCc1ccncc1	1	-0.3	-2	2.0	-2	-0.9	-1.6	-0.7	-9	-1.3	0.1
11	Nc1ccc(Sc2nnnn2-c2ccccc2)c(Cl)c1	1	-0.2	-2	-0.1	-1	-1.7	0.6	-1.4	3	-1.7	0.5
12	CCOC(=O)[C@]12CCC=C1N(CCC1=CCCCC1)C(=O)[C@H](CC(=O)NCc1cccc(C(F)(F)F)c1)C2	-2	1.4	-3	/	1	-1.3	1.0	-1.2	-10	/	1.2
13	CCc1cc(=O)oc2c3c(cc(OCC(=O)NCCCCCC(=O)O)c12)OC(C)(C)CC3	3	0.1	i	2.4	-1	-0.7	-0.6	-1.1	i	0.2	2.6
14	O=C(CCn1c(=O)oc2cc(Cl)ccc21)Nc1ccc(O)cc1	2	-0.5	0	0.1	1	-2.7	-2.6	-1.2	8	0.7	-3.4
15	COc1cc(-c2cnc3c(NC=O)cc(-c4cccc(C(F)(F)F)c4)cn23)cc(OC)c1OC	3	-3.5	-2	-0.3	-5	-2.2	-5.3	-1.8	-11	/	-1.2
16	O=C1NC(=S)SC1=Cc1ccc2c(c1)OCO2	-3	1.4	-2	1.9	1	0.7	0.3	-0.6	-16	2.4	0.6
17	CC1CCN(C(=O)COC(=O)c2ccc(=O)n(Cc3ccccc3)n2)CC1	1	0.4	-8	-1.5	0	-1.2	0.0	-1.4	-25	1.3	1.1
18	COCc1nnc(NC(=O)CCCCCN2C(=O)c3ccccc3C2=O)s1	-1	0.8	4	2.0	-2	-1.7	-0.7	-0.5	-11	-0.3	-0.8
19	CC(C)C(=O)Nc1nnc(Cc2c[nH]c3ccccc23)s1	0	0.1	-3	3.6	1	1.3	-0.4	-1.6	-6	0.1	-3.1
20	CCCC(=O)OCC(=O)Nc1ccc2c(c1)OCO2	5	-2.0	-5	0.8	-3	0.5	0.8	-1.3	-5	-0.3	0.6
21	CCN(CC)c1ccc(/C=N/Nc2nc3ccccc3[nH]2)cc1	-5	-3.6	-63	7.3	-8	-4.2	-11	-2.3	-183	-4.9	-8.8
22	Cc1cc(C(=O)NCC(=O)OC(C(=O)Nc2cc(C(F)(F)F)ccc2Cl)c2ccccc2)ccc1[N+](=O)[O-] (configuration not stated)	-8	-0.9	6	0.4	0	-0.7	-0.9	-1.5	15	-1.2	-1.8
23	COc1cc(Cl)cc(C#N)c1OCC(=O)O	1	0.1	-6	0.1	-1	1.2	-0.1	-0.8	0	1.2	-0.7
24	Cc1nn(-c2ccccc2)c(Cl)c1C(=O)NC1CCCCC1	7	0.8	-2	3.7	3	0.1	-5.0	-0.7	2	0.5	1.2
25	CC(C)CC(c1nnnn1CC1CCCO1)N1CCN(C2CCCC2)CC1 (configuration not stated)	1	-0.4	-3	0.2	0	0.5	-0.2	-0.6	1	0.9	-1.4
26	Cc1sc(=NC(=O)c2ccco2)n(C)c1-c1ccc(Cl)cc1	4	2.5	-2	2.4	0	1.4	2.4	-1.4	-9	-0.7	1.2
27	O=C(CCC1CCCN(C(=O)c2cc(F)ccc2F)C1)N1CCN(c2ccccn2)CC1 (configuration not stated)	3	-1.4	0	-1.4	-6	-2.0	-5.6	-1.4	-12	-1.1	0.4
28	COc1ccc(S(=O)(=O)/N=C2\C=C(NS(=O)(=O)c3ccccc3)C(=O)c3ccccc32)cc1	-4	-0.3	3	0.9	-1	2.6	0.5	1.6*	6	-0.8	-1.8
29	Cn1c(N)c(Sc2ccc(F)cc2)c(=O)n(C)c1=O	1	-0.6	0	3.6	-2	0.3	1.1	-1.0	1	-0.6	0.2
30	CC1CN(CC(=O)NN=C(c2ccccc2)c2ccccc2)CC(C)O1 (configuration not stated)	1	0.6	1	1.0	-4	-0.4	-0.5	-1.6	6	0.4	-1.1
31	Cc1cc(C)n2nc(CNS(=O)(=O)c3ccc(CC(C)C)cc3)nc2n1	1	-0.4	-2	-0.3	0	-1.5	1.8	-1.1	0	-0.1	-0.3
32	CCCCn1c(Oc2ccc(C(=O)OC)cc2)nc2c1c(=O)n(C)c(=O)n2C	-1	-0.3	1	0.4	-1	-0.3	-0.4	-0.9	1	-1.2	0.3
33	Cc1cc(Cl)ccc1OCC(=O)Nc1ccncc1	3	-1.3	-2	-0.2	-2	-4.2	-5.0	-1.9	-4	-5.6	0.6
34	COc1ccc(S(=O)(=O)n2nc(OC(=O)C3CCCCC3)cc2N)cc1	-1	0.2	-3	0.7	-1	-0.4	1.8	-1.1	-3	0.3	2.1
35	O=S(=O)(NCc1ccccn1)C(F)(F)F	2	0.5	-3	0.5	0	-1.2	2.1	-1.4	-6	0.6	-1.1
36	CCCCOc1ccc(C(=O)N/C(=C/c2cccc([N+](=O)[O-])c2)C(=O)O)cc1	2	-0.4	-2	0.0	0	-0.4	-4.2	-1.0	2	0.5	0.1
37	CC(C)C[C@H]1CN([C@@H](Cc2ccccc2)CN2CCCC2CN2C(=S)NC[C@@H]2Cc2ccccc2)C(=S)N1CC1CCCCC1 (some centres not stated)	1	0.1	1	/	-3	0.1	-0.2	0.4	-23	/	-0.1
38	Cc1noc(C(=O)N2CCN(c3ccccc3)CC2)c1Cl	-3	-0.1	-1	1.3	-1	3.0	0.6	-1.0	2	0.1	-0.1
39	Cc1ccccc1NC(=O)COC(=O)[C@@H]1CCCN1C(=O)c1cccs1	1	3.5	-6	1.8	-5	-1.7	-2.5	-0.8	-4	-0.5	-1.4
40	O=C(COC(=O)C1CC1)Nc1cccc(Cl)c1	0	1.6	-1	-1.7	-1	0.4	0.7	-1.6	5	1.4	0.7
41	Cc1ccc(OCC(=O)N2CCCc3ccccc32)cc1	0	0.3	-3	-1.0	3	-0.1	1.7	-1.3	2	0.8	2.0
42	Cc1ccc2cc(CCNC(=O)C(=O)c3c[nH]c4ccccc34)c(=O)[nH]c2c1	-13	-0.2	1	-5.1	1	2.1	-0.3	-1.0	3	-0.5	-0.9
43	NN=C(NN=Cc1ccccc1)c1ccccc1	0	0.4	-6	2.7	8	0.7	10	0.0	-13	-0.2	0.9
44	COc1ccccc1CCNC(=O)C(=O)NCC1OCCCN1S(=O)(=O)c1ccc(F)cc1C (configuration not stated)	3	-0.8	-2	-1.5	-1	-1.4	-0.2	-1.2	2	-0.4	-2.2
45	C/C(CCC(C)C)=N\NC(=S)Nc1cc(S(=O)(=O)N2CCOCC2)ccc1N1CCOCC1	-3	-0.5	-3	-0.5	-2	-2.2	-0.7	-1.5	-4	-0.6	-0.2
46	O=C(NCCCO)c1ccc2nc(-c3ccco3)c(-c3ccco3)nc2c1	0	-0.9	-24	3.2	-1	0.1	-2.7	-1.5	-71	-0.7	-1.3
47	S=c1[nH]nc(-c2ccccn2)n1/N=C/c1ccc(Cl)cc1	-6	-0.3	-4	1.4	-3	-0.7	3.5	0.4	-15	-0.8	0.9
48	Cc1ccc(C)c(OCCOCCN2CC(C)OC(C)C2)c1C (configuration not stated)	-2	-0.4	0	2.2	-3	-1.8	-0.3	-1.3	8	1.5	-1.9
49	Cc1cc(=O)c(C(=O)Nc2cccc(C(=O)NC3CC3)c2)nn1-c1ccccc1	-1	-0.3	-5	3.0	-3	1.0	3.1	-0.7	-11	1.9	-1.1
50	COc1ccc(C(=O)N2CCOCC2)cc1Br	-4	-0.2	-4	-0.2	-1	-0.7	1.6	-0.7	1	-1.3	1.2
51	O=C(Nc1ccc(Cl)cn1)c1cccc(S(=O)(=O)N2CCCCCC2)c1	0	-1.4	3	1.3	-1	-1.0	-1.8	-1.5	8	-0.1	-2.3
52	CCN(CC)S(=O)(=O)c1ccc2c(c1)c(=O)c(C(=O)NCCN(C)CCc1ccccc1)cn2C	1	-0.8	-1	-0.5	0	0.4	-0.2	-1.6	2	1.5	-0.4
53	Cc1cc(C)n(CC(C)NC(=O)c2cc(COc3ccc(F)c(F)c3)on2)n1 (configuration not stated)	4	1.2	1	1.9	5	0.7	6.8	-0.9	13	-0.1	0.5
54	CC(C)C(NCc1c(Cl)cccc1Cl)C(=O)O (configuration not stated)	2	0.3	-2	3.8	3	2.1	2.8	-0.9	2	-0.6	-0.9
55	O=C(Cn1c(S(=O)(=O)Cc2ccccc2)nc2ccccc21)N1CCCCC1	-2	-1.2	-2	4.2	0	-2.5	-3.2	-0.5	-8	0.7	0.3
56	CCCSc1nnc2n(-c3ccccc3OC)c(=O)c3c4c(sc3n12)CCC4	18	1.2	-3	-1.6	0	-0.3	0.2	-1.1	0	-1.1	1.5
57	CCOC1=C2[C@H](c3ccccc3)N(S(=O)(=O)c3ccc(C)cc3)C[C@H]2n2c(=O)n(-c3ccccc3)c(=O)n2C1	-2	-0.2	1	/	-1	0.5	0.8	-0.6	2	/	-1.1
58	COc1ccc(NS(=O)(=O)c2cc(C(=O)N3CCN(C/C=C/c4ccccc4)CC3)ccc2C)cc1	-1	-3.7	3	-1.8	-1	0.3	0.2	-1.2	10	-0.4	-0.6
